# Assay outcomes (PubChem BioAssay)
# H37Rv inhibition – M. tuberculosis growth inhibition, HTS (AID 449762); M. tuberculosis H37Rv growth inhibition, 7H9 media; higher % means a stronger effect; inhibition, % at 25 µM, or IC50 in µM where a hit was titrated; 0.59% of 330,000 active; in the data active = a potency from the dose series; inconclusive = inhibition above about 70% without an active follow-up result;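 also: bacterial growth assessed after seven days of incubation; strong numbers were not always called active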
# M. tuberculosis – growth inhibition of non-replicating M. tuberculosis (AID 488890); Mycobacterium tuberculosis non-replicating, growth inhibition; higher % means a stronger effect; inhibition, % at 25 µM, or IC50 in µM where a hit was titrated; 0.39% of 320,000 active; in the data active = a potency from the dose series; inconclusive = inhibition mostly from about 82% at the one dose, without a potency; inactive = the rest, 99 in 100 with inhibition below about 76%;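 also: plate controls were DMSO cells for no effect and high antibiotic wells for full effect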
# Salmonella PhoP GFP – PhoP regulon inhibitors, Salmonella typhi PhoP promoter GFP reporter, confirmatory (AID 1850). 0.33% of 310,000 active. inhibition, % at 50 µM; hits with a dose series show IC50 in µM. Salmonella Typhi PhoP-promoter GFP reporter, fluorescence, 4 h; higher % means a stronger effect; in the data active = a potency from the dose series; inconclusive = inhibition mostly from about 25% at the one dose, without a potency; inactive = the rest, 99 in 100 with inhibition below about 19%;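 also: 0% = induced wells with vehicle and 100% = uninduced wells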
# H1N1 NS1A inhibition – H1N1 influenza NS1A inhibitors, functional cell based assay (AID 504329); NS1A functional cell-based assay, percent inhibition; higher % means a stronger effect; 0.3% of 340,000 active; inhibition, % at 12.5 µM, or IC50 in µM where a hit was titrated; in the data active = a potency from the dose series; inconclusive = inhibition above about 27% without an active follow-up result; also: strong numbers were not always called active
# inhibitors of VEEV – inhibitors of VEEV TC-83 cytopathic effect, confirmation, Vero cells (AID 588727). Vero cells, VEEV TC-83 cytopathic effect inhibition; higher % means a stronger effect. inhibition, % at 20 µM, or IC50 in µM where a hit was titrated. 0.13% of 350,000 active; in the data active = a potency from the dose series; inconclusive = inhibition mostly from about 14% at the one dose, without a potency; inactive = the rest, 99 in 100 with inhibition below about 12%; also: strong numbers were not always called active
# inhibitors of VEEV 10K pilot screen – also measured in inhibitors of VEEV; calls as there; inhibition, %; measured here: 10K pilot screen inhibition
# * marks the source's active call; other numbers are inactive results; i = inactive; u = inconclusive; x = no result given.
SMILES,H37Rv inhibition,M. tuberculosis,Salmonella PhoP GFP,H1N1 NS1A inhibition,inhibitors of VEEV,others
COCCN1CC(C(=O)N2CCC(Oc3ccccc3OC)CC2)CCC1=O (centres undefined),2%,-2%,-6%,-7%,0.9%,
Cc1cc(NC(=O)CCC(=O)N(Cc2ccco2)C(C(=O)NC2CCCC2)c2ccccc2F)no1 (centres undefined),4%,12%,14%,-7%,1.8%,
Cc1nc2c(-c3ccccc3)c(C)nn2c(N)c1-c1ccccc1,12%,45%,-5%,2%,7.5%,
CC1(C)CC(NC(=O)c2sc3cc(Cl)ccc3c2Cl)CC(C)(C)N1,-7%,25%,8%,6%,2.4%,
COc1ccc(CCNC(=O)COc2cc(O)c3c(c2)OC(C)(C)CC3=O)cc1,-6%,-6%,5%,-1%,1.6%,
COc1ccc(CC(=O)OCC(=O)Nc2ccc(Cl)c(S(=O)(=O)N(C)C)c2)cc1,1%,8%,-4%,-5%,4.7%,
Cc1nc2c(Cl)c(C)nn2c2c1CCC2,2%,-4%,-16%,0%,2.1%,
C=CCNC(=O)c1ccccc1NC(=O)c1ccccc1SC,-8%,-2%,-7%,0%,0.2%,
O=c1c2ccccc2nc(-c2ccccc2)n1-c1ccc(O)cc1,4%,10%,4%,-5%,2.0%,
O=C(Nc1ccc(Cl)cc1)N1CC=CCC1,-7%,18%,-5%,-5%,0.4%,
Cc1c(C)n(Cc2ccccc2)c2ncnc(NN)c12,-1%,-6%,-12%,-9%,i,
O=C(Nc1cccnc1)c1c(O)c2c(n(Cc3ccccc3)c1=O)CCCC2,u,17%,17%,10%,5.4%,
O=C(NC1=NCCS1)C12CC3CC(CC(C3)C1)C2,66%,37%,-3%,-5%,3.8%,
COc1ccc(CCNC(=O)C/C(C)=N/NC(=O)Cc2cccc3ccccc23)cc1OC,0%,0%,2%,-2%,0.0%,
O=C(CCN1C(=O)c2ccncc2C1=O)Nc1cc(F)ccc1F,-8%,-7%,2%,1%,i,
COc1ccc(CC(=O)NNS(=O)(=O)c2ccccc2[N+](=O)[O-])cc1OC,5%,-8%,6%,0%,1.2%,
CCCc1nc(SCC(=O)Nc2cc(C)on2)c2ccccc2n1,-3%,16%,4%,-7%,1.8%,
O=C1NC(=O)C(Sc2ccccc2[N+](=O)[O-])C(=O)N1,3%,4%,13%,7%,i,
CCCCC[C@H](O)/C=C/[C@H]1CCC(=O)[C@@H]1CCCCCCC(=O)N1CCCCC1CO (some centres undefined),7%,0%,-4%,-4%,7.3%,
O=C(CSc1oc(-c2cccs2)nc1S(=O)(=O)c1ccc(F)cc1)NCC1CCCO1 (centres undefined),0%,12%,7%,-4%,4.8%,
O=C(Cn1ncc2c3ccccc3n(Cc3ccccc3)c2c1=O)NCCCN1CCOCC1,0%,40%,-14%,1%,i,
Cc1ccc(Cl)cc1N1CCN(S(=O)(=O)c2c(C)noc2C)CC1,11%,54%,-3%,-9%,2.7%,
CCOC(=O)NC(CC(=O)O)c1ccc(OC)c(OC)c1 (centres undefined),7%,-4%,2%,2%,3.2%,
O=C(Nc1nccs1)c1ccc(Cl)nc1,3%,27%,9%,-6%,0.1%,
CC(C)n1c(=S)[nH]c2ccccc21,5%,x,-14%,1%,1.6%,inhibitors of VEEV 10K pilot screen=2.1

# Not a retest: an excerpt of the list.
SMILES,H37Rv inhibition,M. tuberculosis,Salmonella PhoP GFP,H1N1 NS1A inhibition,inhibitors of VEEV,others
O=C(CSc1oc(-c2cccs2)nc1S(=O)(=O)c1ccc(F)cc1)NCC1CCCO1 (centres undefined),0%,12%,7%,-4%,4.8%,
O=C(Cn1ncc2c3ccccc3n(Cc3ccccc3)c2c1=O)NCCCN1CCOCC1,0%,40%,-14%,1%,i,
Cc1ccc(Cl)cc1N1CCN(S(=O)(=O)c2c(C)noc2C)CC1,11%,54%,-3%,-9%,2.7%,
CCOC(=O)NC(CC(=O)O)c1ccc(OC)c(OC)c1 (centres undefined),7%,-4%,2%,2%,3.2%,
O=C(Nc1nccs1)c1ccc(Cl)nc1,3%,27%,9%,-6%,0.1%,
CC(C)n1c(=S)[nH]c2ccccc21,5%,x,-14%,1%,1.6%,inhibitors of VEEV 10K pilot screen=2.1

# The main list resumes, repeating the 3 entries before the break.
SMILES,H37Rv inhibition,M. tuberculosis,Salmonella PhoP GFP,H1N1 NS1A inhibition,inhibitors of VEEV,others
CCOC(=O)NC(CC(=O)O)c1ccc(OC)c(OC)c1 (centres undefined),7%,-4%,2%,2%,3.2%,
O=C(Nc1nccs1)c1ccc(Cl)nc1,3%,27%,9%,-6%,0.1%,
CC(C)n1c(=S)[nH]c2ccccc21,5%,x,-14%,1%,1.6%,inhibitors of VEEV 10K pilot screen=2.1
O=C(NCc1ccccc1)C1CCN(C(=O)Cc2ccccc2)CC1,3%,-3%,5%,16%,i,
CC1CCC(NC(=O)c2ccc3nc[nH]c3c2)CC1 (centres undefined),-12%,14%,4%,10%,0.5%,
O=C(CC(Nc1cccc(Cl)c1Cl)C(=O)OCC(=O)c1cccs1)c1ccccc1 (centres undefined),1%,21%,-9%,-7%,0.8%,
O=C(CS(=O)(=O)Cc1ccccc1)Nc1ccc2c(c1)OCO2,10%,1%,4%,10%,0.1%,
COc1ccccc1C(=O)NCCC(=O)N1CC(C)OC(C)C1 (centres undefined),x,x,x,-1%,4.2%,
Cc1ccccc1OCc1nnc(SCC(=O)N2c3ccccc3Sc3ccc(Cl)cc32)o1,-3%,57%,-1%,-7%,5.8%,
Cn1cc(CN2C[C@]3(C)C[C@H]2CC(C)(C)C3)c(-c2ccc3c(c2)OCCO3)n1,-1%,16%,0%,-18%,0.6%,
COC(=O)c1sccc1-n1cc(C#N)c(=O)n(C)c1=O,-10%,-24%,4%,-21%,1.2%,
COC(=O)c1cc(S(=O)(=O)NCc2ccccc2OC)cn1C,-8%,-6%,3%,-8%,1.0%,
CCCn1c2ccccc2c2cnn(CC(=O)NCCOC)c(=O)c21,1%,11%,3%,-3%,0.7%,
CC1CCCCN1S(=O)(=O)c1ccc(C(=O)N(CCCN(C)C)c2nc3ccc(Br)cc3s2)cc1 (centres undefined),-7%,52%,13%,5%,7.3%,
Cc1cc2cc(CN(Cc3cccs3)Cc3nnnn3CC3CCCO3)c(=O)[nH]c2cc1C (centres undefined),6%,33%,7%,0%,9.5%,
CN1CCN(S(=O)(=O)c2ccc(N(C)Cc3ccc(C(F)(F)F)cc3)c([N+](=O)[O-])c2)CC1,12%,35%,x,10%,3.6%,
CCN1CCc2nc3sc(C(=O)Nc4cccnc4Cl)c(N)c3cc2C1,11%,22%,-8%,7%,1.5%,
Cc1ccc(C(=O)NNC(=O)CSc2nnc(CNc3ccc(F)cc3)n2C)cc1,-1%,7%,5%,x,x,
O=S(=O)(c1ccccc1)N1CCN(CCO)CC1,1%,-2%,-4%,-5%,0.8%,
O=C(Nc1ccccn1)c1onc2c1CCCC2,1%,3%,0%,41%,0.1%,
O=C(CSc1ccc(Cl)cc1)NN=C1CCCCCC1,5%,-2%,-5%,-16%,1.1%,
CCC(CC)CN1CCN=C1N(C)C,-2%,-1%,-3%,-9%,0.0%,
COCCn1c(C)cc(C(=O)COC(=O)c2cc3c(s2)CCC3)c1C,2%,42%,-13%,13%,3.2%,
CCC(NC(=O)N(Cc1ccccc1)Cc1ccc2c(c1)OCO2)(C(F)(F)F)C(F)(F)F,-5%,11%,1%,-2%,i,
COc1ccccc1NC(=O)CSCc1nc2ccccc2[nH]1,3%,4%,-3%,-4%,0.6%,
COCCCNC(=O)c1ccccc1NS(=O)(=O)c1ccc(C)cc1,-1%,0%,-1%,-14%,1.6%,
COC(=O)Cc1ccc(NC(=S)N2CCN(C)CC2)cc1,1%,u,0%,-3%,1.0%,
CC(NCc1ccc(S(N)(=O)=O)cc1)C(=O)N1c2ccccc2CC1C (centres undefined),0%,0%,15%,-5%,1.0%,

# Continued.
SMILES,H37Rv inhibition,M. tuberculosis,Salmonella PhoP GFP,H1N1 NS1A inhibition,inhibitors of VEEV,others
CNC(=S)N/N=C(\C)c1ccc(C(C)(C)C)cc1,u,u,-4%,13%,1.5%,
O=C(CCc1ccccc1)NC(=S)Nc1ccccc1Br,12%,u,-10%,-12%,1.3%,
O=C(NNc1ncnc2c1cnn2-c1cccc(Cl)c1)c1ccco1,69%,76%,1%,-8%,2.7%,
CC(C)[C@H](N)c1nnc2n1N=C(c1ccc(Cl)cc1)CS2,0%,14%,7%,-5%,0.5%,
CCSc1cc(C)nc2ncnn12,-1%,0%,3%,4%,0.7%,
CN(c1ccc(C(=O)COC(=O)C2CC2)cc1)S(C)(=O)=O,8%,18%,x,8%,1.4%,
O=C(/C=C/c1ccco1)NC(=S)Nc1cc(-c2nc3ccccc3s2)ccc1Cl,-1%,35%,-14%,-4%,i,
CCOc1ccc(NC(=O)[C@@H]2CCC(=O)N2C2OC(=O)c3ccccc32)cc1 (some centres undefined),-11%,3%,-4%,8%,0.9%,
Cc1ccc(C(=O)Nc2cccc(-c3ccc(N4CCOCC4)nn3)c2)cc1[N+](=O)[O-],6%,14%,5%,-3%,4.3%,
Cc1cc(C)n(S(=O)(=O)c2ccc(Cl)c(Cl)c2Cl)n1,-11%,13%,-15%,8%,4.5%,
CC(=O)NS(=O)(=O)c1ccc(NC(=O)c2ccc(Br)o2)cc1,6%,8%,-21%,6%,1.8%,
CN(CC(=O)Nc1cccc(F)c1)C(=O)c1sc2ccccc2c1Cl,-4%,23%,x,-11%,1.0%,
COc1ccc(Br)cc1CNC(=O)C1CCN(C(=O)N(C)C)CC1,-2%,-1%,3%,5%,0.2%,
CC1CCCCN1C(=O)Cn1c(=O)oc2ccccc21 (centres undefined),-6%,-19%,10%,16%,4.0%,
CCCCC(=O)Nc1ccc(C(N)=O)cc1,-4%,-2%,2%,3%,0.5%,
Cc1ccc(C(=O)NCCN2CCOCC2)cc1,3%,1%,6%,-4%,0.8%,
O=c1oc2c(CN3CCN(CCO)CC3)c(O)ccc2cc1-c1ccccn1,0%,4%,0%,-4%,0.6%,
COc1ccc(/C=N/NC(=O)c2ccc(=O)[nH]n2)cc1OC,-8%,22%,-2%,-4%,0.6%,
Cc1cccc(C)c1OCC(=O)N(Cc1ccc(Cl)cc1)C1CCS(=O)(=O)C1 (centres undefined),-5%,11%,5%,-5%,4.8%,
CN(C)/C=C/C(=O)c1ccc(Oc2ccccc2)cc1,-7%,46%,1%,2%,7.1%,
O=C(NCC1CC1)c1cc(-c2ccccc2)nn1CC1CC(c2cccnc2)=NO1 (centres undefined),-3%,0%,0%,11%,i,
O=C(NCCCN1CCOCC1)C1Nc2ccc(OC(F)(F)F)cc2C2C=CCC12 (centres undefined),-9%,10%,4%,1%,0.3%,
COC(=O)c1ccccc1NC(=O)CSc1ncn[nH]1,-4%,-3%,26%,11%,2.0%,
O=S(=O)(c1c(Cl)cc(Br)cc1Cl)N1CCN(C(=S)NC2CC2)CC1,12%,53%,x,-5%,1.4%,
Cc1ccc(CNC(=O)c2ccc(N3CCC4(CC3)CC(c3cccc(Br)c3)=NO4)c([N+](=O)[O-])c2)cc1,13%,10%,-1%,4%,0.7%,

# Additional compounds
SMILES,H37Rv inhibition,M. tuberculosis,Salmonella PhoP GFP,H1N1 NS1A inhibition,inhibitors of VEEV,others
CN1CC(C(=O)c2ccc(F)cc2)C(c2ccc(F)cc2)C1 (centres undefined),7%,-1%,-7%,1%,1.9%,
O=C(OCc1ccc([N+](=O)[O-])cc1)c1cc(=O)c2ccccc2o1,7%,5%,-1%,3%,1.7%,
CCc1nnc(NS(=O)(=O)c2ccc(NCc3cc(Cl)ccc3O)cc2)s1,-1%,20%,3%,6%,0.2%,
COc1nc(N/N=C/c2ccc(-c3ccccc3[N+](=O)[O-])o2)nc(N2CCOCC2)n1,12%,-7%,-2%,-5%,10%,
CC(C)(C)S(=O)N1Cc2cc(=O)n(Cc3ccccc3)cc2[C@H]1CCO (some centres undefined),x,x,x,-9%,i,
CCCCCCCn1c(C)nnc1-c1cnn(C)c1N,-5%,8%,5%,3%,0.4%,
CCC1Nc2ncnc(N3CCN(c4ccccc4)CC3)c2N(Cc2ccccc2)C1=O (centres undefined),10%,50%,x,20%,0.1%,
O=C(O)CC(NC(=O)C12CC3CC(CC(C3)C1)C2)c1ccc2c(c1)OCO2 (centres undefined),-2%,-12%,3%,1%,0.6%,
Cc1csc(NC(=O)C2CCN(C(=O)c3ccccc3C)CC2)n1,0%,10%,4%,-6%,i,
CC(=O)Nc1ccc(NS(=O)(=O)c2ccc(C)cc2)cc1[N+](=O)[O-],1%,-19%,-2%,x,0.4%,
CN(Cc1ccc(Cl)s1)C(=O)CCl,0.66µM*,u,2%,-4%,13%,
Cc1cccn2c(=O)c3cc(C(=O)NCC(C)C)sc3nc12,7%,-2%,-8%,-3%,0.7%,
